# Bioassay records (PubChem BioAssay)
# TRPC6 act: activators of mouse TRPC6 channel | B-score at 10 µM | Q61143 | HEK293-TRPC6 membrane potential dye fluorescence; stronger effect = higher value | 310,000 compounds, 0.13% hits | AID 2550;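 active = B-score of the integrated fluorescence ratio above library mean plus 3 SD, and starting fluorescence ratio within library mean plus 5 SD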;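 note: higher score means more depolarization so channel activation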
# ANO1 activ: activates or potentiates the mouse TMEM16A chloride channel | 340,000 compounds, 0.3% hits | HEK293 TMEM16A/YFP-H148Q/I152L, iodide quench fluorescence; stronger effect = lower value | B-score at 10 µM | AID 623877;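 active = fluorescence-ratio B-score plate-corrected deviation score at least 3 library SD below zero, with starting fluorescence score within 5 deviations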;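 note: channel opened by trigger with iodide after compound preincubation; score built on the fluorescence ratio of max minus min over baseline; more negative score means more quench and so TMEM16A activation or potentiation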
# SKKanGAS inh: blocks kanamycin growth of S. pyogenes SKKanGAS strain. BacTiter-Glo, 6 h. inhibition, % at 7.5 µM. 300,000 compounds, 1.3% hits. AID 1662;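 active = mean replicate score, as percent of positive control median, at least 50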;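 note: strain carries kanamycin resistance gene driven by streptokinase promoter and grows in 40 µg/ml kanamycin; loss of luminescence reflects streptokinase promoter inhibition or plain growth inhibition; 0% = median of DMSO wells and 100% = positive control at its reference dose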
# MrgX1 PAM: human MrgX1 positive allosteric modulation, primary screen; MrgX1-HEK293, Fluo-4 calcium flux, FDSS; stronger effect = higher value; B-score at 10 µM; 310,000 compounds, 0.63% hits; AID 588675;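 active = plate-corrected calcium response at least 3 library SD above typical, normal starting fluorescence, not activating the receptor alone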;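 note: compound read alongside a low EC10 to EC30 dose of BAM8-22 agonist; peak minus trough fluorescence over baseline measured at the second addition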
# Target sequence (Q96LB2 whole entry, looked up): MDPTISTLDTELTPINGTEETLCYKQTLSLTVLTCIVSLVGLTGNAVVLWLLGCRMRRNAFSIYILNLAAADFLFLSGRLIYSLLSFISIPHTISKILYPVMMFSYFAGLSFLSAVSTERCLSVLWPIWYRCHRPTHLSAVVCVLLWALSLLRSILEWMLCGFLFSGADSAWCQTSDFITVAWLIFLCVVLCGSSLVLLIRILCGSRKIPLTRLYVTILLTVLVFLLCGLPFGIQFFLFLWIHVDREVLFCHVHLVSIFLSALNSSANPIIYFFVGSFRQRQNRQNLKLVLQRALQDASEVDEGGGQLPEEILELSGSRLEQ
# ANO1 block: blocks the mouse calcium-activated chloride channel TMEM16A | AID 588511 | Q8BHY3 | HEK293 TMEM16A/YFP iodide influx fluorescence, ionomycin | 310,000 compounds, 1.2% hits | normalized B-score (activity score, 25-100; higher = stronger inhibition) at 10 µM;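 active = ratio plate-corrected score three or more library SD toward inhibition, starting fluorescence score within five deviations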;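 note: score derived from kinetic fluorescence span divided by baseline fluorescence per well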
# MrgX1 ag: agonists of human MrgX1 receptor; Q96LB2; AID 588627; 310,000 compounds, 0.44% hits; B-score at 10 µM; MrgX1-HEK293 cells, Fluo-4 calcium fluorescence, agonist mode; stronger effect = higher value;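 active = calcium response B-score plate-corrected fluorescence ratio at least 3 library SD, with starting fluorescence B-score inside 5 SD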
#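 Material – MrgX1-expressing HEK293 cells · Input – 15,000 cells seeded per well · Dosing – compound as first of three additions · Times – overnight seeding, then 1 h dark dye loading · Measured by – kinetic Fluo-4 NW fluorescence of intracellular calcium · Read-out – B-scored fluorescence response ratio · Benchmarks – positive and negative control wells on each plate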
# TRPC6 inhibitor: mouse TRPC6 channel inhibition; Q61143; HEK293-TRPC6, membrane potential dye, ACh-evoked depolarization; stronger effect = lower value; B-score at 10 µM; 310,000 compounds, 1.1% hits; AID 2553;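 active = B-score under library mean minus 3 SD, initial fluorescence not abnormally high, positive integrated signal ratio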;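 note: B-score derived from integrated fluorescence ratio over the kinetic read; more negative B-score means stronger inhibition of depolarization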
# TRPC4 act: TRPC4 (mouse) channel activation; Q9QUQ5; HEK293 TRPC4beta/mu-opioid, Fluo4 calcium fluorescence; stronger effect = higher value; B-score at 10 µM; 310,000 compounds, 0.49% hits; AID 2237;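 active = B-score above 5 SD of library B-scores, and initial fluorescence ratio not above library mean plus 5 SD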;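 note: positive B-score marks a calcium rise read as TRPC4 activation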
#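 Material: HEK293 stable line with TRPC4beta plus mu-opioid receptor; technique: Fluo4 calcium-sensitive dye fluorescence, kinetic, 1 Hz baseline; timing: Fluo4 dye loading 45 min at room temperature, 110 s recording; controls: assay buffer as low control, maximal DAMGO as high control; read-out: integrated baseline-normalised fluorescence ratio, converted to per-well B score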
# TRPC4 block: TRPC4 (mouse) channel inhibition; Q9QUQ5; HEK293 TRPC4beta/mu-opioid, DAMGO-evoked Fluo4 calcium flux; stronger effect = lower value; B-score at 10 µM; 300,000 compounds, 0.39% hits; AID 2247;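 active = B-score over 3 SD under the library average, no early fluorescence shift, positive overall ratio signal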
#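 Material: HEK293 cells with stable TRPC4beta plus mu-opioid receptor expression; probe or stimulus: DAMGO in two steps, submaximal then maximal; technique: Fluo4 calcium fluorescence by kinetic imaging, 5 s 1 Hz baseline; measure: integrated fluorescence ratio relative to baseline, converted to per-well B score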
# MrgX1 antag: blocks BAM8-22 activation of human MrgX1 receptor; AID 588676; 310,000 compounds, 1.3% hits; Q96LB2; B-score at 10 µM; MRGX1-HEK293 calcium flux, Fluo-4, BAM8-22 antagonism; stronger effect = lower value;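 active = calcium-response B-score plate-corrected more than 3 library SD below zero, starting fluorescence within 5 deviations, no agonist response on first addition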;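 note: peak minus trough fluorescence over baseline after final BAM8-22 challenge near maximal dose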
# TRPC4 potent: TRPC4 (mouse) allosteric potentiation; HEK293 TRPC4beta/mu-opioid, DAMGO EC20, Fluo-4 Ca2+ flux; stronger effect = higher value; B-score at 10 µM; 310,000 compounds, 0.42% hits; AID 2227;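 active = B-score of calcium response area above 5 SD of library B-scores, with initial fluorescence ratio within 5 SD of library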;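 note: B-score of integrated fluorescence ratio over time as area under calcium response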
# An asterisk follows results filed as active; i = inactive; x = not tested or not shown.
SMILES,TRPC6 act,ANO1 activ,SKKanGAS inh,MrgX1 PAM,ANO1 block,MrgX1 ag,TRPC6 inhibitor,TRPC4 act,TRPC4 block,MrgX1 antag,TRPC4 potent
CCOC(=O)C1C(c2cccc(F)c2)NC(=S)NC1(O)C(F)(F)F (stereo not given),i,i,-3,i,i,i,i,i,i,i,i
CC(C)(C)OC(=O)N1CCC(NC(=O)c2[nH]cnc2C(=O)N[C@@H](Cc2ccccc2)C(=O)OCc2ccccc2)CC1,i,i,14,i,i,i,i,i,i,i,i
CCCOC(=O)C[N+](C)(C)CCOC1CC2CCC1(C)C2(C)C (stereo not given),i,i,-7,i,i,i,i,i,i,i,i
CCN(c1ccccc1)S(=O)(=O)c1cc2c(cc1C)N(C)CCO2,i,i,-8,i,i,i,i,i,i,i,i
Cc1c(OCC(=O)NCCCn2ccnc2)ccc2c3c(c(=O)oc12)CCC3,i,i,-4,i,i,i,i,i,i,i,i
CCC(C)n1[nH]c(=O)c2c(C)cc(C)nc21 (stereo not given),i,-7*,-4,i,i,i,i,i,i,i,i
O=C(CSc1nccn1-c1ccccc1)Nc1ccc2c(c1)OCO2,i,i,-9,i,i,i,i,i,i,i,i
CC(C)N(Cc1cc2ccccc2[nH]c1=O)C(=O)C(C)(C)C,i,i,-1,i,i,i,i,i,i,i,i
COc1ccc(C(=O)O)cc1S(=O)(=O)NC(C)(C)C,i,i,-10,i,i,i,i,i,i,i,i
COc1ccc(Cl)cc1NC(=O)C1Cc2ccccc2CN1S(C)(=O)=O (stereo not given),i,i,-9,i,i,i,i,i,i,i,i
COc1ccc(Nc2nc(-c3cccs3)nc3ccccc23)c(OC)c1,i,i,-3,i,i,i,i,i,i,i,i
CCCCOc1ccc(C(=O)C(CN2CCOCC2)c2ccccc2)cc1 (stereo not given),i,i,2,i,i,i,i,i,i,i,i
Cc1nc(C(=O)NNC(=O)c2c(-c3c(Cl)cccc3Cl)noc2C)cs1,i,i,12,i,i,i,i,i,i,i,i
OCCN(Cc1ccccc1)CC(O)COc1ccc(-c2ccccc2)cc1 (stereo not given),i,i,-14,i,i,i,i,i,i,i,i
Cc1ccc(-c2csc(Nc3ccccc3)[n+]2CCc2ccccc2)cc1,i,i,43,i,i,i,i,i,i,i,i
COc1ccc(OC)c(N(CC(=O)NC2CC2)S(=O)(=O)c2ccc(C)cc2)c1,i,i,2,i,i,i,i,i,i,i,i
CC(C)CCN(CC(=O)NC1CCCC1)C(=O)C(=O)Nc1ccc2c(c1)OCCO2,i,i,-1,i,i,i,i,i,i,i,i
Cc1cc(C(=O)N/N=C/c2c(C)nn(-c3ccccc3)c2C)n[nH]1,i,i,-3,i,i,i,i,i,i,i,i
CCC(CC)c1nnc(NC(=O)c2c(C)nn(Cc3ccccc3Cl)c2C)s1,i,i,10,i,i,i,i,i,i,i,21*
CCCCNC(=O)OCCSCCS(=O)(=O)c1ccc(Cl)cc1,i,i,-4,i,i,i,i,i,i,i,i
CC(C)(C)C(=O)NC1=NN(c2c(Cl)cc(Cl)cc2Cl)C(=O)C1,i,i,-29,i,i,i,i,i,i,i,i
CCn1c(SCC(=O)NCc2ccco2)nnc1-c1c[nH]c2ccccc12,i,i,4,i,i,i,i,i,i,i,i
CCOC(=O)c1ccc(NC(=O)c2nc[nH]c2C(=O)NCC(=O)OC(C)(C)C)cc1,i,i,9,i,i,i,i,i,i,i,i
CCOC(=O)C(CC)Sc1nc2c(cnn2-c2ccccc2)c(=O)[nH]1 (stereo not given),i,i,9,i,i,i,i,i,i,i,i
O=c1c2c(nc3cc(-c4ccc(Br)cc4)[nH]n13)CCCC2,i,i,12,i,i,i,i,i,i,i,i
# Continuation.
SMILES,TRPC6 act,ANO1 activ,SKKanGAS inh,MrgX1 PAM,ANO1 block,MrgX1 ag,TRPC6 inhibitor,TRPC4 act,TRPC4 block,MrgX1 antag,TRPC4 potent
Oc1ccccc1-c1nc(/C=C/c2ccccc2)nn1-c1ccccc1,i,i,15,i,i,i,i,i,i,i,i
O=C(C1CCCN(Cc2cc(Br)ccc2O)C1)N1CCCCC1 (stereo not given),i,i,-3,i,i,i,i,i,i,i,i
COc1ccccc1-c1nc(C#N)c(N2CCN(Cc3ccccc3)CC2)o1,i,i,0,i,i,i,i,i,i,i,i
COc1ccccc1-c1cc(C(=O)N2CCc3ccccc3C2)c2ccccc2n1,i,x,7,i,100*,i,i,i,i,i,i
O=C(CNC(=O)c1ccccc1F)Nc1ccncc1,i,i,-13,i,i,i,i,i,i,i,i
CCCc1cc(=O)[nH]c(SCC(=O)N2CCOCC2)n1,i,i,3,i,i,i,i,i,i,i,i
Cc1ccc(Cn2nnnc2CN2CCC(NC(=O)c3ccc(Br)cc3)CC2)cc1,i,i,15,i,i,i,i,i,i,i,i
Nc1cc(-c2ccccc2)nn1Cc1ccc(Cl)cc1,i,i,23,i,i,i,i,i,i,i,i
Cn1c(C(=O)N2CCN(c3ccccc3)CC2)cc2cc(Cl)ccc21,i,i,5,i,i,i,i,i,i,i,i
COc1ccccc1C(=O)NCCC(=O)N1CCCCCCC1,i,i,5,i,i,i,i,i,i,i,i
CC(C)CNC(=O)C1CCN(S(=O)(=O)c2ccc3c(c2)OCCO3)CC1,i,i,-12,i,i,i,i,i,i,i,i
CC1(C)NC(=O)N(CC(=O)OCC(=O)NC(=O)c2ccccc2)C1=O,i,i,15,i,i,i,i,i,i,i,i
CCOC(=O)CSc1nc2ccccc2n1CC(=O)N(C(C)C)C(C)C,i,i,-4,i,i,i,i,i,i,i,i
O=C(COc1ccccc1[N+](=O)[O-])N1CCN(c2ccccn2)CC1,i,i,-4,i,i,i,i,i,i,i,i
Cc1ccc(-c2noc(CNC(=O)c3ccc4c(c3)OCO4)n2)cc1,i,i,-4,i,i,i,i,i,i,i,i
COc1ccc(-c2cc(=O)c3cc(OC)ccc3o2)cc1,i,i,2,i,i,i,i,i,i,i,i
Cc1cc(C)n2nc(-c3sccc3-n3cccc3)cc2n1,i,i,-3,i,i,i,i,i,i,i,i
O=C(NCc1ccc(F)cc1)C1CCCN(C(=O)NCc2ccccc2)C1 (stereo not given),i,i,0,i,i,i,i,i,i,i,i
CN(C(=O)C1CCN(S(=O)(=O)c2ccccc2)CC1)c1c(N)n(Cc2ccccc2)c(=O)[nH]c1=O,i,i,-1,i,i,i,i,i,i,i,i
CS(=O)(=O)N1CCC(C(=O)N2CCN(c3ccccc3F)CC2)CC1,i,i,1,i,i,i,i,i,i,i,i
Brc1cccc(-c2nnc3sc(CNC4CCCC4)cn23)c1,i,i,-2,i,i,i,i,i,i,i,i
Nc1ncc([N+](=O)[O-])c(Oc2ccccc2F)n1,i,i,2,i,i,i,i,i,i,i,i
CN(C(=O)COC(=O)c1ccccc1Cc1ccccc1)c1c(N)n(Cc2ccccc2)c(=O)[nH]c1=O,i,i,-9,i,i,i,i,i,i,i,i
C#C[C@]1(O)CC[C@H]2[C@@H]3CCC4=C(CCC(=O)C4)[C@H]3CC[C@@]21C,i,i,-5,i,i,i,i,i,i,i,i
CCOC(=O)C1CCN(CC(=O)Nc2c(C(=O)OC)n(C)c3cccc(C)c23)CC1,i,i,-4,i,i,i,i,i,i,i,i
# Further results follow.
SMILES,TRPC6 act,ANO1 activ,SKKanGAS inh,MrgX1 PAM,ANO1 block,MrgX1 ag,TRPC6 inhibitor,TRPC4 act,TRPC4 block,MrgX1 antag,TRPC4 potent
COCCN(C(=O)Cc1cccs1)C(C(=O)NCc1ccc(OC)cc1)c1ccc(C)cc1 (stereo not given),i,i,-5,i,i,i,i,i,i,i,i
COc1ccc(-n2nc3ccc(NS(C)(=O)=O)cc3n2)cc1Cl,x,i,x,i,i,i,x,x,x,i,x
COCCN1CCn2c(nc3cc([N+](=O)[O-])ccc32)C1,i,i,1,i,i,i,i,i,i,i,i
COc1ccc(CNC(=O)[C@@H]2CC=C[C@@H]3CCN(Cc4ccccc4)C(=O)[C@@H]32)cc1,i,i,0,i,i,i,i,i,x,i,i
COc1cc(OC)c(NC(=S)NCc2ccc(F)cc2)cc1Cl,i,i,-5,i,i,i,i,i,i,i,i
CCC(CC)c1nnc(NC(=O)CN2C(=O)C3C4C=CC(C4)C3C2=O)s1 (stereo not given),i,i,0,i,i,i,i,i,i,i,i
CC(C)c1ccc(OCC(=O)NC(Cc2c[nH]c3ccccc23)C(=O)O)cc1 (stereo not given),i,i,11,i,i,i,i,i,i,i,i
CCOc1ccc(CC(=O)NNC(=S)NC)cc1Br,i,i,-4,i,i,i,i,i,i,i,i
CNC(=O)Cn1ncc2c(C)n(Cc3ccc(C)cc3)c(C)c2c1=O,i,i,0,i,i,i,i,i,i,i,i
O=C(CN1C(=O)S/C(=C/c2ccncc2)C1=O)Nc1ccccc1,i,i,5,i,i,i,i,i,i,i,i
CS(=O)(=O)N1CC2CCCN2c2ccc(C(F)(F)F)cc21 (stereo not given),i,i,2,i,i,i,i,i,i,i,i
O=C(CSCc1ccccc1)N1CCN(c2ccccc2)CC1,i,i,-4,i,i,i,i,i,i,i,i
O=C1C2C3CCC(C3NCc3ccccc3)C2C(=O)N1Cc1ccccc1 (stereo not given),i,i,1,i,i,i,i,i,i,i,i
O=C(CSc1ncccn1)Nc1ccccc1,i,i,-16,i,i,i,i,i,i,i,i
CC(=O)Nc1ccc(SC(C)C(=O)NC2CCCC2)cc1 (stereo not given),i,i,7,i,i,i,i,i,i,i,i

# Quoted at random: three compounds from above
SMILES,TRPC6 act,ANO1 activ,SKKanGAS inh,MrgX1 PAM,ANO1 block,MrgX1 ag,TRPC6 inhibitor,TRPC4 act,TRPC4 block,MrgX1 antag,TRPC4 potent
O=C(CSCc1ccccc1)N1CCN(c2ccccc2)CC1,i,i,-4,i,i,i,i,i,i,i,i
CCOc1ccc(CC(=O)NNC(=S)NC)cc1Br,i,i,-4,i,i,i,i,i,i,i,i
COc1cc(OC)c(NC(=S)NCc2ccc(F)cc2)cc1Cl,i,i,-5,i,i,i,i,i,i,i,i
